GSTO1 counter: GSTO1 inhibition, counter-screen for RBBP9 inhibitors; P78417; recombinant GSTO1, activity-based probe fluorescence polarization; inhibition, % at 5.96 µM; 1.1% of 300,000 active; AID 1974;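 active = inhibition above the campaign mean inhibition plus 3 SD, cut at about 35% in these data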;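 note: 0% = GSTO1-1 with DMSO and 100% = wells lacking GSTO1-1 enzyme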
Target sequence (P78417 whole entry, looked up): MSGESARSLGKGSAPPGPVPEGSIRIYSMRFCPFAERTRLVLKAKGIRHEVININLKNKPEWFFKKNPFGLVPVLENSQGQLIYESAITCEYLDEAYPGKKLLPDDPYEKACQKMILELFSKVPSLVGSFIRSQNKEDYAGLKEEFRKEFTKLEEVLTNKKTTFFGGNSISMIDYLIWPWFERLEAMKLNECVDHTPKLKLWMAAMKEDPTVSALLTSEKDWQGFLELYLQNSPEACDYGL
LYPLA1 inh: LYPLA1 (human) inhibition in PME1 counter-screen; recombinant LYPLA1, FP-Rh probe fluorescence polarization; O75608; inhibition, % at 5.9 µM; 0.16% of 320,000 active;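 active = inhibition above the mean of all tested compounds plus 3 SD, set per campaign, cut at about 14% in these data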;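 note: inhibitors block serine hydrolase probe labeling of LYPLA1 so polarization falls; 0% = enzyme with DMSO and 100% = wells lacking LYPLA1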
PAD4 FP inh: blocks human protein arginine deiminase 4. 0.41% of 330,000 active. Q9UM07. AID 485272. inhibition, % at 6.36 µM. recombinant PAD4, RCA probe fluorescence polarization;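 active = percent inhibition above a cutoff equal to the mean of all tested compounds plus 3 SD, cut at about 15% in these data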;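 note: 0% = PAD4 with RCA probe and DMSO and 100% = probe without PAD4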
Target sequence (Q9UM07 whole entry, looked up): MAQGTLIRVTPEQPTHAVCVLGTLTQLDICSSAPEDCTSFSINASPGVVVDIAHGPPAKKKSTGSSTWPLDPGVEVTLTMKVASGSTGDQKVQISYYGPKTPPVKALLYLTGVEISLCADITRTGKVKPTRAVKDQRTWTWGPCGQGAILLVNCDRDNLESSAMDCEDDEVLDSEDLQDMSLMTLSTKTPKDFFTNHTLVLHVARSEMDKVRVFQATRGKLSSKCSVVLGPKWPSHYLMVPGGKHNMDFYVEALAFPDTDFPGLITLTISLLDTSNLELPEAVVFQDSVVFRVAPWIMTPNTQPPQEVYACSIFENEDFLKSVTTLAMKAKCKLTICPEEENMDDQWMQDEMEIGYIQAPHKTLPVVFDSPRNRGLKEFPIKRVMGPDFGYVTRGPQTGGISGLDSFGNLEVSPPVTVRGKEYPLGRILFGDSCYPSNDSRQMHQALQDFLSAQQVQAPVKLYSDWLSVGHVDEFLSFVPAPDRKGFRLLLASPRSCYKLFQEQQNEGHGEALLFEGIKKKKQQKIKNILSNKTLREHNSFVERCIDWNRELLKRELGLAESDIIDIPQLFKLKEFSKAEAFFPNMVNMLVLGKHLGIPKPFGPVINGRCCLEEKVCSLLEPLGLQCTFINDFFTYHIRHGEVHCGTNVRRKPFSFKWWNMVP
PAFAH1B3 inh: blocks human PAF acetylhydrolase 1B catalytic subunit 3; Q15102; recombinant PAFAH1B3, FP-rhodamine probe, fluorescence polarization; inhibition, % at 3.39 µM; 0.28% of 340,000 active; AID 492972;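 active = inhibition above the screen-wide average of all tested compounds plus 3 SD, cut at about 25% in these data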;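 note: 0% = enzyme with DMSO only and 100% = wells lacking PAFAH1B3 protein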
PAFAH1B2 FP inh: inhibitors of human PAFAH1B2; P68402; recombinant PAFAH1B2, FP-rhodamine activity probe, fluorescence polarization; inhibition, % at 3.39 µM; 1.2% of 340,000 active; AID 492953;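 active = inhibition above the mean of all tested compounds plus 3 SD, cut at about 24% in these data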;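 note: 0% = enzyme with DMSO and 100% = wells lacking PAFAH1B2; many of its hits are not listed in these tables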
pPAFAH FP inh: inhibitors of human plasma PAF acetylhydrolase (pPAFAH); Q13093; recombinant pPAFAH, FP-rhodamine probe fluorescence polarization; inhibition, % at 3.39 µM; 1.5% of 330,000 active; AID 463082;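 active = inhibition above the mean inhibition across the screen plus 3 SD, cut at about 25% in these data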;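 note: inhibitors block binding of the rhodamine activity-based probe so polarization drops; 0% = enzyme with DMSO and 100% = wells lacking pPAFAH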
PREPL inh: inhibitors of human prolyl oligopeptidase-like enzyme PREPL. recombinant PREPL, fluorescence polarization activity-based probe. AID 2751. Q4J6C6. 0.68% of 320,000 active. inhibition, % at 5.96 µM; in the data active = inhibition above about 43%;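 note: 0% = enzyme with DMSO and 100% = wells lacking enzyme; many of its hits are not listed in these tables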
LYPLA2 counter: counter-screen for PME1 inhibitors: inhibitors of human LYPLA2 | inhibition, % at 5.9 µM | 0.38% of 320,000 active | O95372 | recombinant LYPLA2, FP-Rh probe fluorescence polarization;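 active = inhibition above the screen-wide mean plus 3 SD, limit set per campaign, cut at about 26% in these data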;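 note: 0% = LYPLA2 with DMSO and 100% = wells lacking LYPLA2 enzyme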
PME-1 primary: PME-1 (human) inhibition; Q9Y570; recombinant PME-1, FP-Rh probe fluorescence polarization; inhibition, % at 5.9 µM; 0.53% of 320,000 active;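 active = inhibition above the campaign mean of all compounds plus 3 SD, cut at about 26% in these data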;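 note: competitive labeling of PME-1 active site by serine hydrolase directed probe; 0% = PME-1 with DMSO and 100% = wells lacking PME-1 enzyme; inhibitors block probe labeling so polarization falls and inhibition rises; many of its hits are not listed in these tables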
Active calls of the source: *; x = no result given.

Sequence of screens – GSTO1 counter	LYPLA1 inh	PAD4 FP inh	PAFAH1B3 inh	PAFAH1B2 FP inh	pPAFAH FP inh	PREPL inh	LYPLA2 counter	PME-1 primary
Cc1ccc(NC(=O)N(CCCN2CCOCC2)Cc2cccs2)cc1C
  4	-3	-4	-3	5	2	1	-1	0
COc1ccc(-c2nnc(SCC(=O)Nc3ccc(Cl)cc3)n2C)cc1
  2	2	0	-2	7	-3	-4	1	3
O=C1Nc2ccccc2C1Cc1ccccn1 (configuration not stated)
  -2	-3	7	2	5	1	0	-3	2
Cc1ccc(-c2nn3c(C)nnc3s2)cc1NC(=O)c1ccco1
  3	-3	6	-3	1	-3	-5	-7	2
CN1/C(=C\C(=S)NC(=O)c2cccc(Br)c2)C(C)(C)c2ccccc21
  -6	-5	-25	1	5	3	-2	-11	-12
O=C(CSc1c2c(nc3ccc(Cl)cc13)CCCC2)NCCCN1CCOCC1
  -9	-2	4	-7	3	-2	7	3	-1
CCOC(=O)Nc1c(C)n(C)n(-c2ccccc2)c1=O
  8	-5	0	-1	3	-8	10	-2	0
Cc1cccc(N=N/C(=C\O)C(=O)c2ccc(Br)cc2)c1
  -8	-4	0	6	7	4	-1	-5	-4
COc1ccc(-n2nc3c(c2NC(=O)CC(C)C)CS(=O)C3)cc1 (configuration not stated)
  4	0	5	2	1	-1	14	1	-1
CSc1sc(C(=O)OC(C)C)c2c1C(=O)CC(C)(C)C2
  6	0	-2	4	1	6	4	1	0
COc1cccc(CNC(=O)c2ccc(C3SCCS3)cc2)c1
  0	-1	1	6	-1	0	1	1	-2
CCSC(=O)N(CC)CC(=O)Nc1c(CC)cccc1CC
  3	3	1	5	2	-7	11	-4	9
Cc1ccc(/C=N/NC(=O)CSc2nc3ccccc3c(=O)n2-c2ccccc2)s1
  0	-3	-3	4	-1	4	14	-7	-6
Cc1cc(C)n(-c2c(F)c(F)c(CN3CCOCC3)c(F)c2F)n1
  0	-6	-1	6	1	0	-2	3	3
COc1ccc(CCNC(=O)C(=O)NCC2OCCN2S(=O)(=O)c2ccc3c(c2)OCCO3)cc1OC (configuration not stated)
  -1	-1	-5	5	5	-2	4	3	3
COc1ccc2oc(C)c(C(=O)NN)c2c1
  8	3	-4	7	-4	3	4	-6	-4
Cc1cc(C(=O)Nc2cc(C(C)(C)C)on2)c(C)o1
  1	-3	4	8	3	3	-2	-5	4
C=CCC(Nc1ccccc1)C12C=CC(O1)C(C(=O)OC)=C2C(=O)OC (configuration not stated)
  11	0	6	9	6	2	12	8	-4
COc1ccc(/C=C/C(=O)c2c(O)cc(C)oc2=O)c(OC)c1
  4	-1	-4	3	0	3	-9	-1	-7
O=C(NCCCn1ccnc1)C(=O)NCC1OCCN1S(=O)(=O)c1cc(F)ccc1F (configuration not stated)
  -2	2	-2	3	2	3	1	-1	3
Cc1cc(C)n2cc(COc3ccc4ccccc4c3)nc2n1
  4	-4	-1	-3	-4	4	11	2	7
COc1ccc(/C=C/C(=O)OC(C)C(=O)c2ccccc2)cc1OC (configuration not stated)
  -4	-3	-1	5	-3	6	-9	-5	-2
CC1(C)Cc2c(sc3nc(-c4cc5ccccc5o4)n(N)c(=O)c23)CO1
  -5	0	-1	12	3	-3	0	0	-11
C(=N\Nc1nc2ccccc2[nH]1)/c1cccc2nccnc12
  -2	6	2	x	x	10	21	-1	11
CCCN(C(=O)CCOc1ccc(C(C)(C)C)cc1)c1c(N)n(Cc2ccccc2)c(=O)[nH]c1=O
  -2	-1	-7	2	2	-4	-4	-4	-8
CCc1cccc(CC)c1NC(=S)NCc1nc2ccccc2[nH]1
  10	-1	1	15	5	-4	8	-4	-4
CN(C)CCNC(=O)c1ccccc1
  -3	1	2	14	3	1	22	6	5
CC(C)c1nnc(NC(=O)C2CCCN2C(=O)Nc2ccccc2)s1 (configuration not stated)
  1	0	-1	8	-4	2	-3	2	-2
O=C(Cc1ccc(-n2cccc2)cc1)NC1CCCCC1
  2	0	-6	2	-6	-1	-2	-3	-10
COc1ccc(-c2nc3ncccc3o2)cc1NC(=O)c1ccco1
  6	-2	1	7	7	-4	5	-1	5
COc1ccccc1-n1cccc1C=O
  1	0	0	6	9	3	-6	1	6
CC(C)CCNC1=CC(=O)CC(c2ccccc2)C1 (configuration not stated)
  10	2	-6	-3	1	-1	6	-7	-4
COC(=O)NNS(=O)(=O)c1ccc(C)cc1
  1	0	3	7	3	-2	-3	-7	6
COc1ccc(Cl)cc1N=Cc1c(O)c2ccccc2oc1=O
  -1	-1	0	12	5	-1	6	0	1
N#Cc1cn(Cc2ccccc2)c(=O)[nH]c1=O
  1	0	4	5	-1	2	18	4	3
CCOC(=O)C1CCCN(C/C=C/c2ccccc2[N+](=O)[O-])C1 (configuration not stated)
  3	5	-6	8	3	0	17	12	-1
Cc1cccc(N2CC(C(=O)Nc3ccc4c(c3)OCCO4)CC2=O)c1C (configuration not stated)
  2	-3	2	5	2	6	0	-3	3
CC1=CC(C)(C)N2C(=O)C3(SCC(=O)N3c3ccc(F)cc3)c3cc(C)cc1c32 (configuration not stated)
  -5	0	0	5	0	-2	16	-4	7
COCc1[nH]c(=S)c(C#N)cc1C(=O)OC
  17	-2	3	-1	-1	8	3	-5	-1
COc1ccc(NC(=O)CN(C)C(=O)CCCc2nc3ccccc3c(=O)[nH]2)cc1
  4	1	7	-3	0	1	9	-3	0
COc1nc(N=C(N)N)nc2ccc(C)cc12
  5	0	2	x	x	2	16	10	5
COC(=O)/C=C1/C(=O)N/C(=N\c2nc(C)cc(C)n2)N1c1ccc(OC)cc1
  11	-1	-1	-3	1	-4	-9	-6	-2
CC(/C=N\NC(=O)Cn1c(C)nc2ccccc21)=C\c1ccccc1
  0	0	-8	-5	3	3	-6	4	-8
O=C(Nc1cccc(O)c1)c1ccc2c(c1)C(=O)N(Cc1ccco1)C2=O
  -5	-1	-4	4	-5	8	0	4	16
O=C(O)CCCNC(=O)Nc1ccccc1
  -3	2	-4	-6	5	2	15	-4	4
COCCn1c(COc2ccc(OC)cc2)nc2ccccc21
  -2	2	-1	6	4	2	6	9	-1
COCCn1cc(C(=O)N2CCCC(C)C2)c2c3ccccc3n(C)c2c1=O (configuration not stated)
  -6	-2	0	-2	2	2	6	7	1
Brc1ccccc1-n1nnc(-c2cccnc2)n1
  3	2	-1	12	1	10	9	8	-5
O=C(Nc1ccc(N2CCN(C(=O)c3ccco3)CC2)c(Cl)c1)c1cccnc1
  1	3	1	6	2	3	6	11	-3
O=C(CSc1nnc(-c2ccccn2)n1Cc1ccco1)c1ccccc1
  0	-3	-1	10	11	3	11	0	-7
Cn1ccsc1=NC(=O)c1ccc(OC(F)(F)F)cc1
  0	-4	4	2	1	11	-2	-3	-6
COc1ccc(C)c2sc(NNC(=O)COc3ccccc3)nc12
  7	0	2	x	x	5	4	1	-10
COc1ccccc1CNC(=O)CCCNC(=O)c1ccc(Cl)cc1
  -1	0	-3	2	0	0	-10	-1	5
C=CC[C@@H](CC(=O)N[C@@H](CO)Cc1ccccc1)C(=O)N[C@H](COC(=O)[C@@H](CC=C)Cc1ccc(F)cc1)Cc1c[nH]c2ccccc12
  x	x	1	8	1	5	8	x	x
CC(C)NC(=S)NC(=O)/C=C/c1ccc(F)cc1
  -6	-4	0	-12	-4	3	0	0	-2
COc1ccc(OCC(=O)NCC(c2cccs2)N2CCOCC2)cc1 (configuration not stated)
  -4	-1	-2	0	4	4	2	2	-2
COc1ccccc1NC(=O)c1ccccc1Nc1ccccc1
  11	-4	-1	7	6	-1	2	-5	3
O=C(CCCc1ccccc1)c1ccc2c(c1)OCCO2
  -1	0	-1	6	8	15	-8	8	5
COc1cc(OC)cc(OCC(O)Cn2ccnc2)c1 (configuration not stated)
  3	2	-4	3	1	2	-3	3	-2
Fc1cccc(-c2oncc2-c2nnnn2-c2ccc(Cl)cc2)c1
  -1	0	2	5	17	-1	4	3	-5

Further entries
Sequence of screens – GSTO1 counter	LYPLA1 inh	PAD4 FP inh	PAFAH1B3 inh	PAFAH1B2 FP inh	pPAFAH FP inh	PREPL inh	LYPLA2 counter	PME-1 primary
O=C(CNS(=O)(=O)c1ccccc1)N1CCN(Cc2ccccc2)CC1
  3	-4	-1	9	14	2	3	-1	6
CN(C)CCCNc1nc(-c2ccccc2)nc2ccccc12
  -8	0	-5	-2	4	3	6	-10	3
C[C@H](CO)N1C[C@H](C)[C@@H](CN(C)C(=O)Nc2ccccc2)Oc2ccc(NC(=O)NC3CCCCC3)cc2C1=O
  x	x	-3	-5	-1	1	4	x	x
O=C(COC(=O)CNC(=O)c1sc2ccccc2c1Cl)Nc1cc(Cl)cc(Cl)c1
  -2	-3	-5	-6	1	3	-10	-3	-4
Fc1cc(F)c2nc(Nc3nc4cc5c(cc4s3)OCO5)sc2c1
  25	-13	-3	22	10	7	17	-17	49*
Cc1ccc(C(=O)Nc2cccc(C(=O)O)c2)cc1S(=O)(=O)N1CCCCC1
  8	-2	-7	8	4	1	3	-4	-12
CCSc1nc(=S)cc(C)[nH]1
  0	4	-8	-1	2	-2	9	-11	-1
CC1(NC(=O)C23CC4CC(CC(C4)C2)C3)CCS(=O)(=O)C1 (configuration not stated)
  2	2	6	-2	21	1	6	7	1

Bioassay records from PubChem BioAssay.

An excerpt; rates above refer to the full screens.
